FBW7 act = activators of human E3 ligase FBW7. 0.13% of 650,000 active. normalized activity (activation), % at 26.1 µM. AlphaScreen FBW7–phospho-cyclin E peptide binding, activator screen. AID 1259310; in the data active means normalized activity above about 1.9%;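 further: purified mutant Fbw7 with reduced substrate affinity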
Target sequence (Q969H0 whole entry, looked up): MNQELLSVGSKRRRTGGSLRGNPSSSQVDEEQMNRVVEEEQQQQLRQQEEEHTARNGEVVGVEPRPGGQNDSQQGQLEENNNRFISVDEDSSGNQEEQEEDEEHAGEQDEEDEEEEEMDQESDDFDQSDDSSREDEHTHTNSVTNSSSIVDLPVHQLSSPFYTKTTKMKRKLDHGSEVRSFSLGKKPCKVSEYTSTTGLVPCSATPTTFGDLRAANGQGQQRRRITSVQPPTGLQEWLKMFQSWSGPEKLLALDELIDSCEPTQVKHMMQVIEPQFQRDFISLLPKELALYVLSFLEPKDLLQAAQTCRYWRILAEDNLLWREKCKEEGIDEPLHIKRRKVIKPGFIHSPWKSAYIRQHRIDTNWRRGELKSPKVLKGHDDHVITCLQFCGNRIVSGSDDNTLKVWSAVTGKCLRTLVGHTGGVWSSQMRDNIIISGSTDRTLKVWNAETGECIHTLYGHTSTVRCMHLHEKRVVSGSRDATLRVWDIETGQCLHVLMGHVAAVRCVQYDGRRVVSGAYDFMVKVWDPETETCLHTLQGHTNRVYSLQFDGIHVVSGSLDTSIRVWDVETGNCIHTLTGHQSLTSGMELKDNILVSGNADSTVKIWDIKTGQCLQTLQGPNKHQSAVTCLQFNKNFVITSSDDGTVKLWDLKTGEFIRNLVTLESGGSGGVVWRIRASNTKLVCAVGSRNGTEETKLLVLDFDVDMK
MITF primary = human MITF inhibition, primary screen; O75030; AlphaScreen MITF homodimerization, bead proximity signal; inhibition, % at 2.6 µM; 0.91% of 650,000 active; AID 1259374; in the data active means inhibition above about 50%;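 further: 0% = vehicle wells with protein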
GPR151 activ = activators of human GPR151. Q8TDV0. PathHunter beta-arrestin GPR151 cells, luminescence. 1% of 650,000 active. activation, % at 11.2 µM; in the data active means activation above about 4.9%;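 further: 0% = median of compound wells and 100% = cells with positive control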
TEAD-YAP inh = TEAD-YAP interaction inhibition; HEK-TIYL cells, TEAD-Gal4/YAP UAS-luciferase luminescence; inhibition, % at 9.12 µM; 1.4% of 640,000 active; in the data active means inhibition above about 32%;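 further: 0% = median of test compound wells and 100% = reference inhibitor wells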
* hit, by the source's call; · = no result given; & = joins results of further samples. The list is partial (hit frequency here may not be typical).

Every second line gives: FBW7 act, MITF primary, GPR151 activ, TEAD-YAP inh
1: CCN1CCN(c2cc(=O)n(C)c(=O)[nH]2)CC1
    0.0, -13, 3.4, 0
2: CCN1CCN(c2ccc(C(C)=O)cc2F)CC1
    -0.1, 12, -0.6, 7
3: NP(=O)(Oc1ccccc1Cl)Oc1ccccc1Cl
    -0.1, 0, -0.9, -3
4: C/C(=C(/C#N)P(=S)(N1CCOCC1)N1CCOCC1)N1CCCC1
    -0.2, 32, 0.8, 2
5: Cc1ccc(C2SCC(=O)Nc3c2c(C)nn3-c2ccccc2)cc1 (stereo not given)
    -0.1, -3, -0.9, 0
6: CCOC(=O)C1=C(C)OC(N)=C(C#N)C12C(=O)Nc1ccc(C)cc12 (stereo not given)
    0.2, 8, 0.8, -17
7: COc1cc(NC2=NCCS2)c(Cl)cc1Cl
    0.3, 14, -0.6, 2
8: COc1ccc2c3c([nH]c2c1)C(C)=NCC3
    -0.2&-0.2&0.0, 27&3&-3, 0.0&-1.1&0.6, 24&8
9: N#CC1=C(N)Oc2c(c(=O)oc3ccccc23)C1c1cccc(Cl)c1 (stereo not given)
    0.0, -3, 1.1, 12
10: CCCCN1CCC(C#N)(Nc2ccccc2)CC1
    -0.1, 7, 0.1, 13
11: Cc1cc(N2CCNCC2)nc2ccccc12
    0.1, 2, -1.7, 4
12: CN(c1ccc2[nH]ncc2c1)C1CCNCC1
    -0.1, 17, -1.6, 2
13: Cc1cccc(CN2CCN(C(=O)COc3ccccc3)CC2)c1
    0.2, 53*, -0.9, 9
14: CN1CCN(Cc2ccc(F)cc2Cl)CC1CCO (stereo not given)
    -0.2, 0, -1.5, -6
15: Cc1cccc(CN2CCN(Cc3ccccc3C)CC2)c1
    -0.1, 64*, 0.5, -6
16: CCN1CCN(Cc2cc(OC)c(O)c(OC)c2)CC1
    0.4, 12, 0.3, -5
17: COc1ccc(-n2c(/C=C/c3ccc([N+](=O)[O-])o3)nc3ccccc3c2=O)cc1
    -0.2, -7, -2.6, 5
18: O=C(c1cccnc1)N(Cc1cccnc1)C1CCN(Cc2ccncc2)CC1
    0.2, 7, -0.1, -7
19: C=CCN1C(=O)/C(=C\c2cccn2-c2ccc([N+](=O)[O-])cc2)C(=O)NC1=S
    -0.9, 14, 3.1, 17
20: CN(C)c1cccc(C(=O)N2CC3CC(C2)c2cccc(=O)n2C3)c1 (stereo not given)
    0.2, 8, 0.4, -1
21: C[N+](C)(C)CC#CCN1CCCC1=O
    0.3&0.3, 18&1, 0.0&1.9, 0
22: N#Cc1ccccc1NC(=O)C(Cl)(Cl)Cl
    0.1, 6, 1.1, 7
23: CCOC(=O)C1(C#N)C(c2ccc(F)cc2)C(C(=O)c2ccccc2)N2c3ccccc3C=CC21 (stereo not given)
    0.0, -12, -0.7, -17
24: CCN(Cc1ccccc1)C(=O)C(Cl)(Cl)Cl
    -0.1, 2, 6.0*, 5
25: COc1cc(C2NCc3ccc4c(c3-n3cccc32)OCO4)ccc1O (stereo not given)
    0.1, -3, -0.6, -3
26: C=CCO/N=C(\CCC)C1C(=O)CC(C)(C)C(C(=O)OC)C1=O (stereo not given)
    -0.1, -6, 0.0, 14
27: O=C1C2CCCN2C(c2ccncc2)N1c1cccc(Cl)c1 (stereo not given)
    0.1, -6, 0.9, 4
28: CC1CCc2nn(CC(=O)N3CCC4(CC3)OCCO4)cc2C1 (stereo not given)
    0.1, 9, 1.4, -9
29: O=C(Cn1cnc2ccccc2c1=O)NCCC(=O)N1CCC2(CC1)OCCO2
    0.0, 5, 0.7, 5
30: NC(=NCCc1ccc(I)cc1)SCCCc1cnc[nH]1
    0.2, -3, -0.8, ·

Remaining list, next part.
Every second line gives: FBW7 act, MITF primary, GPR151 activ, TEAD-YAP inh
31: Clc1ccccc1CNCCc1ccc2c(c1)OCO2
    0.3, 48, -0.8, 12
32: CC(=O)N1N=C(c2cccnc2)CC1c1ccccc1O (stereo not given)
    0.8, 16, 2.7, 1
33: Cc1ccc(Cn2nnnc2CN2CCC(n3nnc4ccccc43)CC2)cc1
    -0.1, 7, 0.4, -11
34: CCOC(=O)C1=C(CN2CC=C(c3ccccc3)CC2)NC(=O)NC1c1ccc(OC)cc1 (stereo not given)
    0.3, 12, 0.7, -3
35: FC(F)(F)c1ccc2c(c1)ncn2C1CCN(Cc2nnnn2C2CCCCC2)CC1
    0.0, 0, 3.9, -4
36: O=C(c1cc(Br)ccc1Cl)N1CCC2(CC1)OCCO2
    0.9, 11, -0.6, 6
37: CC1C(C)(C)CC(OP2OCC3(CO2)COP(OC2CC(C)(C)C(C)C(C)(C)C2)OC3)CC1(C)C (stereo not given)
    -0.1, 6, 1.2, 4
38: CCN1CCN(Cc2cc(OC)c3c(c2)OCO3)CC1
    0.2, -5, -0.3, 7
39: c1ccc(CNCCc2c[nH]c3ccccc23)nc1
    0.2, 48, 1.8, 0
40: CC(C)OC(NC(=O)c1ccco1)C(Cl)(Cl)Cl (stereo not given)
    -0.2, -6, -0.6, -2
41: COc1ccc(C=C(C#N)C#N)cc1[N+](=O)[O-]
    0.1, 9, 3.7, -3
42: COc1ccc(/C=C2/C(=O)NC(=O)N(c3ccccc3)C2=O)cc1
    -0.2, 6, 0.1, -4
43: CC(C)=CC1C(C(=O)OCc2cccc(Oc3ccccc3)c2)C1(C)C (stereo not given)
    -0.2, -8, -0.3, -7
44: Cc1[nH]c2c(Br)cccc2c1CCN
    -0.2, -3, -1.0, 4
45: COc1ccc(C(CC(=O)N2CCC3(CC2)OCCO3)NS(=O)(=O)c2ccc(OC)cc2)cc1 (stereo not given)
    0.0, 7, 0.8, -1
46: Cc1cc(C)c(C2=NOC(O)(C(F)(F)F)C2)c(=O)[nH]1 (stereo not given)
    0.1, 5, 2.7, -30
47: O=c1c2ccccc2nc(CN2CCOCC2)n1-c1cccc(C(F)(F)F)c1
    0.2, 6, -0.2, 6
48: COc1cccc(N2CCN(Cc3ccc([N+](=O)[O-])cc3)CC2)c1
    0.0, 57*, -1.3, 9
49: CCOc1ccc(C2C(C#N)=C(N)Oc3c2c(=O)oc2ccccc32)cc1OCC (stereo not given)
    -0.1, 13, 0.1, 8
50: CCc1ccc(CN2CCN(Cc3ccccc3Br)CC2)cc1
    0.1, 57*, 1.3, 3
51: CCCCCCCCCCCCCCCCOC[C@@H](O)COP(=O)(O)OCC[N+](C)(C)C
    ·, -24, 1.6, ·
52: CC(=O)O[C@H]1C[C@@H](OC(C)=O)C(C)(C)C2C[C@@H](OC(C)=O)[C@]3(C)C(CC[C@@]4(C)[C@H](c5ccoc5)C(=O)[C@H]5O[C@]543)[C@]21C (stereo not given in full)
    -0.1, -11, 0.9, -4
53: O=C1NC(=O)C2(C(=O)N1)C(c1cccc(Cl)c1)NC(=S)NC2c1cccc(Cl)c1 (stereo not given)
    0.1, 7, 0.1, -5
54: O=[N+]([O-])c1ccc(N2CCCCC2)c2cccnc12
    0.2, 27, -0.8, -1
55: O=C(CC(O)C(Cl)(Cl)Cl)Oc1ccccc1 (stereo not given)
    0.3, -166, -1.3, 6
56: O=C1CSC(c2ccc3c(c2)OCO3)c2c(n(C3CCCC3)[nH]c2=O)N1 (stereo not given)
    -0.2, 13, 3.4, 8
57: Cc1ccc(-n2c(=S)[nH]c3ccc(Br)cc3c2=O)cc1
    0.2, 7, -0.7, 5
58: CN(C)c1ccc2c(c1)N=C(c1ccc(Cl)cc1)OP2(=S)N1CCOCC1 (stereo not given)
    0.2, 22, 0.6, -20
59: Clc1ccc(N/N=C2/CN3CCC2CC3)c(Cl)c1
    -0.2, 8, 0.2, -11
60: CN1C[C@@H](NS(=O)(=O)N(C)C)C[C@@H]2c3cccc4c3c(cn4C)C[C@H]21
    -0.1, 9, 1.6, -4

More structures.
Every second line gives: FBW7 act, MITF primary, GPR151 activ, TEAD-YAP inh
61: CN1CCCN(C(=O)COc2ccc(C#N)cc2)CC1
    0.3, 13, -1.7, 0
62: OC1(c2ccc(F)cc2)CC2CCC(C1)N2Cc1nnnn1Cc1ccccc1 (stereo not given)
    0.3, -7, 0.2, 2
63: O=C(O)CSC(c1ccccc1)c1ccccc1
    0.0, 3, 0.1, -9
64: O=C(O)COc1cc(Cl)c(Cl)cc1Cl
    -0.1, 4, 1.7, -4
65: Cc1nc(NC(=O)CN2C3CCC2CC(O)(c2nccn2C)C3)sc1C (stereo not given)
    -0.1, 6, 0.6, -10
66: COc1cccc2c1OC1(CCN(C(=O)C3CCC3)CC1)OC2
    -0.6, 4, 0.4, 0
67: CCOC(=O)C1=C(C)OC(N)=C(C#N)C12C(=O)Nc1ccc(F)cc12 (stereo not given)
    0.3, 10, -0.8, 12
68: CC(=O)N1CCC2(CC1)OCc1cc(-c3ccccc3C#N)ccc1O2
    -0.1, -5, 0.4, 6
69: Cc1cc(C)c(N=Cc2c(O)[nH]c(=O)[nH]c2=O)c(C)c1
    -0.4, 3, -0.8, 3
70: O=c1[nH]c(=S)[nH]c(O)c1CN1CCOCC1
    -0.2, 4, -0.8, -7
71: COc1cccc(-n2c(/C=C/c3ccc(Br)cc3)nc3ccccc3c2=O)c1
    -0.6, 13, 0.7, -2
72: CC(=O)c1ccc(NC(=O)C(Cl)(Cl)Cl)cc1
    0.0, 11, -0.9, 3
73: CN1CCc2nc(N)c(C#N)c(-c3ccc(F)cc3)c2C1
    -0.2, 12, 1.2, -7
74: CCOc1ccc(CN2CCN(Cc3cccc(Cl)c3)CC2)cc1
    -0.1, 67*, -0.6, 6
75: COc1ccc(CN2CCN(c3ccccc3OC)CC2)cc1C
    -0.1, 29, 0.5, 4
76: O=C1/C(=C/c2cccnc2)N2CCC1CC2
    -0.1, 2, 0.0, -7
77: CCSc1nnc(C(N)Cc2ccccc2)o1 (stereo not given)
    0.5, -4, -0.9, -3
78: O=C1CCCN1C(=O)c1cncc(Br)c1
    -0.1, -6, 0.2, -10
79: CCN1CCN(Cc2cccc(F)c2)CC1
    -0.2, -1, -1.7, 6
80: CCC(=O)OC1(c2ccccc2)C(C)CN(C)CC1C (stereo not given)
    0.2, 13, 1.1, -4
81: CCOC(=O)C1(c2ccccc2)CCN(CCC(=O)Nc2ccc(F)cc2)CC1
    -0.1, 2, 0.3, -1
82: CC(=O)C1C(=O)NC23CCCCC2C1c1ccccc1O3 (stereo not given)
    0.1, -6, 0.7, -2
83: Cc1ccc(-n2c(/C=C/c3ccc(C(C)(C)C)cc3)nc3ccccc3c2=O)cc1
    0.3, 2, -1.2, 6
84: C=CCc1cc(/C=C2/C(=O)NC(=S)N(CC=C)C2=O)cc(OC)c1O
    -0.1, 10, -0.6, -10
85: Nc1c2c(nc3sc4c(c13)CCCCC4)CCCC2
    -0.1, 1, 0.2, -33
86: Cc1c(Cl)cccc1NC1=NCCS1
    0.6, 12, -0.6, 0
87: N#CCCN1CC2CC(C1)c1cccc(=O)n1C2 (stereo not given)
    -0.2, -6, 0.9, -5
88: CC(=O)OCC1=C(C(=O)O)N2C(=O)C(NC(=O)CCCC(=O)O)C2SC1 (stereo not given)
    -0.1, 12, 0.9, 3
89: CN1CCN(C(=O)c2ccc(N3CC4CC(C3)c3cccc(=O)n3C4)c([N+](=O)[O-])c2)CC1 (stereo not given)
    0.0, -7, -0.4, 9
90: O=C(Nc1ccc([N+](=O)[O-])cc1)c1cc(Br)ccc1O
    -0.3, -5, -0.8, -23

Single records (already shown). Values in the order: FBW7 act	MITF primary	GPR151 activ	TEAD-YAP inh
`O=C1/C(=C/c2cccnc2)N2CCC1CC2` is entered as -0.1	2	0.0	-7
`N#CC1=C(N)Oc2c(c(=O)oc3ccccc23)C1c1cccc(Cl)c1` (stereo not given) is entered as 0.0	-3	1.1	12

Other structures:
Every second line gives: FBW7 act, MITF primary, GPR151 activ, TEAD-YAP inh
91: N#CC1=C(N)Oc2c(c(=O)oc3ccccc23)C1c1cccnc1 (stereo not given)
    0.0, 1, -1.2, 1
92: O=C1NC(=O)N(c2ccccc2Cl)C(=O)/C1=C\c1ccccc1
    0.0, 13, -0.9, -1
93: Cc1cc(/C=C2\C(=O)NC(=S)N(c3ccccc3F)C2=O)c(C)n1C
    -0.4, -7, -1.8, -7
94: CCOC(=O)C1C2NC(=S)N(c3ccc(CC)cc3)C1(C)Oc1c(OCC)cccc12 (stereo not given)
    -0.4, 54*, -1.0, 5
95: CC1C=CC2([N+](=O)[O-])CN(C)CC1([N+](=O)[O-])C2C (stereo not given)
    -0.1, -8, -0.3, -13
96: N/C(=N/[N+](=O)[O-])Nc1ccc(NC(=O)OCC2CCCO2)cc1 (stereo not given)
    0.1, -14, -0.2, 1
97: OCCC1CN(Cc2ccc(F)cc2)CCN1Cc1ccccc1 (stereo not given)
    0.1, 6, -0.6, 12

7 entries from above, with tabs:
cpd	molecule	FBW7 act	MITF primary	GPR151 activ	TEAD-YAP inh
39	c1ccc(CNCCc2c[nH]c3ccccc23)nc1	0.2	48	1.8	0
50	CCc1ccc(CN2CCN(Cc3ccccc3Br)CC2)cc1	0.1	57*	1.3	3
32	CC(=O)N1N=C(c2cccnc2)CC1c1ccccc1O (stereo not given)	0.8	16	2.7	1
7	COc1cc(NC2=NCCS2)c(Cl)cc1Cl	0.3	14	-0.6	2
38	CCN1CCN(Cc2cc(OC)c3c(c2)OCO3)CC1	0.2	-5	-0.3	7
62	OC1(c2ccc(F)cc2)CC2CCC(C1)N2Cc1nnnn1Cc1ccccc1 (stereo not given)	0.3	-7	0.2	2
16	CCN1CCN(Cc2cc(OC)c(O)c(OC)c2)CC1	0.4	12	0.3	-5

Bioassay records from PubChem BioAssay.
